# Screening data: PubChem, National Center for Advancing Translational Sciences (NCATS)
# RXFP1 antagonist: qHTS Assay for Antagonists of the Relaxin Receptor RXFP1; HEK293-RXFP1, relaxin-stimulated cAMP HTRF, 30 min; active compounds read low; Relaxin receptor 1 (Homo sapiens), Q9HBX9; activity change, negative = inhibition, % at 57.5 µM; AID 1259400, 2018; hit rate 0.59% among 350,000;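 active = activity change of -60% or lower, but not beyond a set lower limit; inconclusive = change between -60% and -40%, or beyond the set limit; inactive = change above -40%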; note: % is set by controls: 0 for no effect and ±100 for the full control effect
# Target sequence (Q9HBX9 whole entry, looked up): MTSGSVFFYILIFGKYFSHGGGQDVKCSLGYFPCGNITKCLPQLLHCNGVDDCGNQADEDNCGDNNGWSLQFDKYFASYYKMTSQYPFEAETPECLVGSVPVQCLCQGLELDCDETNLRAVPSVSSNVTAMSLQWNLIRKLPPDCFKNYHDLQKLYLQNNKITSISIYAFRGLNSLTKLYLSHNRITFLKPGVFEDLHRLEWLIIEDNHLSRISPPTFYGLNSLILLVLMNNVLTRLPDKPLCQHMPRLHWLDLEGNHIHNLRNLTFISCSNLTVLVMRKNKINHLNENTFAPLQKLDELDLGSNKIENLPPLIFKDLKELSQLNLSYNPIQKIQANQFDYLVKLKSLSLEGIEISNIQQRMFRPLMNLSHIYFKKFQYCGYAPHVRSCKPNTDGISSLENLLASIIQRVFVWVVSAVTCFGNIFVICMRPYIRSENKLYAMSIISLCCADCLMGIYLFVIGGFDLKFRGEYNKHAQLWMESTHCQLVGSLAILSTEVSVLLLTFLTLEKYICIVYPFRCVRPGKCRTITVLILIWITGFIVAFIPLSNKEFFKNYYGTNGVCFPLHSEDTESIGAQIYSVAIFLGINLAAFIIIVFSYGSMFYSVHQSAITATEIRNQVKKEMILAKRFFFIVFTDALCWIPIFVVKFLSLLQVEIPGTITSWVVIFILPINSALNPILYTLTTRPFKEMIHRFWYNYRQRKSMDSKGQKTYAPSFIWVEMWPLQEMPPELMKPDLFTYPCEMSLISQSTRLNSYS
# D2 PAM: HTS Assay for Positive Allosteric Modulators of the Human D2 Dopamine Receptor: Primary Screen for Potentiators | D(2) dopamine receptor (Homo sapiens), P14416 | hit rate 0.34% among 340,000 | AID 485347, 2010 | HEK293 T-REx D2, calcium flux, EC20 dopamine potentiation | potentiation, % at 10 µM;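 active = potentiation over 3 SD above the plate norm, cut at about 30% in these data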; note: 0% is about no effect
#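 Using a no-wash calcium dye in inducible, force-coupled HEK293 Trex cells expressing D2, we tracked fluorescence each second for 180 s after compound, then for 180 s after EC20 dopamine to detect augmented signalling.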
# D1 antagonist: Antagonist of Human D 1 Dopamine Receptor: qHTS. D(1A) dopamine receptor (Homo sapiens), P21728. HEK293 TREx D1 cells, calcium flux, dopamine EC80; active compounds read low. activity change, negative = inhibition, % at 10 µM. hit rate 3.2% among 360,000. AID 504652, 2011; in the data active = activity change below about -30%; note: % is set by controls: 0 for no effect and ±100 for the full control effect
#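 Inducible Hek293 Trex D1 cells (tetracycline, overnight, 30 C). Calcium dye 30–90 min RT. Antagonist mode: EC80 dopamine added after 180 s compound read.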
# TRHR enhancer: qHTS for Small Molecule Agonists and Allosteric Enhancers of Human TRH Receptor: Primary Screen for Enhancers; TRHR cells, fluo-8 calcium fluorescence, EC20 TRH enhancement; enhancement, % at 2 µM; hit rate 0.66% among 360,000; in the data active = enhancement above about 30%; note: 0% is about no effect
#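 TRHR-expressing cells loaded with fluo-8 calcium dye were read kinetically (ex 480/em 530) during compound addition, then stimulated with an EC20 of TRH (10 nM final). Enhancement of the Gq-mediated intracellular calcium response was scored.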
# RXFP1 agonist: qHTS Assay for Agonists of the Relaxin Receptor RXFP1. hit rate 0.3% among 370,000. Potency, µM (series often up to 57.5 µM), inactives show at the highest dose activation, usual class: activators. Relaxin receptor 1 (Homo sapiens), Q9HBX9. HEK293T-RXFP1 cAMP TR-FRET, 30 min; response scale: percent of porcine relaxin response, buffer zero; note: potency is the fitted concentration of half-maximal effect; % is set by controls: 0 for no effect and ±100 for the full control effect; nearly all actives have a fitted effect of over 60% in size; many of its hits are not listed in these tables
#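 Agonist response is measured as cAMP accumulation in an RXFP1-transfected HEK293T line under PDE4 inhibition. Values are scaled between buffer-only and 29 nM porcine relaxin, and EC50s come from standard Hill equation fits.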
# D1 PAM: Potentiators of Human D1 Dopamine Receptor: qHTS. HEK293 TREx D1 cells, calcium flux, dopamine EC20 potentiation. D(1A) dopamine receptor (Homo sapiens), P21728. hit rate 0.036% among 360,000. potentiation, % at 10 µM; in the data active = potentiation above about 30%; note: 0% is about no effect
# TRHR ag: qHTS for Small Molecule Agonists and Allosteric Enhancers of Human TRH Receptor: Primary Screen for Agonists; Thyrotropin-releasing hormone receptor (Homo sapiens), P34981; TRHR cells, calcium flux fluo-8, FDSS agonist mode; activation, % at 2 µM; hit rate 0.18% among 360,000; AID 493084, 2011; in the data active = activation above about 30%; note: 0% is about no effect
#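 Read-out: compound-evoked intracellular calcium rise in TRHR cells, fluo-8 dye, kinetic FDSS fluorescence at 1 s/cycle following a 10-cycle baseline. Cells cultured overnight before dye loading (30 min–1.5 h, RT).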
# Apoferritin bind: qHTS Assay for Identification of Novel General Anesthetics | Ferritin light chain (Equus caballus), P02791 | apoferritin/1-aminoanthracene competitive binding, fluorescence | Potency, µM (titrated, usually from 77.5 µM), inactives show at the highest dose activity change, negative = displacement, usual class: inhibitors | hit rate 0.074% among 350,000; note: potency is the fitted concentration of half-maximal effect; % is set by controls: 0 for no effect and ±100 for the full control effect; nearly all actives have a fitted effect of over 20% in size
# Target sequence (P02791 2-175 limits assumed): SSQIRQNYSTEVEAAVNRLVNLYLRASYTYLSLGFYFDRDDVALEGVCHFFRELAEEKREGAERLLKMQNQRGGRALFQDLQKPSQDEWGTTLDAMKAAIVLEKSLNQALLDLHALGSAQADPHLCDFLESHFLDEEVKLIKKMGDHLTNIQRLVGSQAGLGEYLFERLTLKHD
#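 Read-out: endpoint 1-AMA fluorescence, excitation 380 nm and emission 535 nm, after compounds sit 10 min at room temperature with 10 uM horse-spleen apoferritin in 50% saturated 1-AMA/PBS. Values come from four-parameter Hill fits.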
# D1 ag: Allosteric Agonists of the Human D1 Dopamine Receptor: qHTS; D(1A) dopamine receptor (Homo sapiens), P21728; HEK293 T-REx D1 cells, calcium flux, agonist mode; activation, % at 2 µM; hit rate 1% among 360,000; AID 504660, 2011; in the data active = activation above about 30%; note: 0% is about no effect
#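 Inducible HEK293 T-REx D1 cells, force-coupled to calcium signalling, were plated at 4000 cells/well with tetracycline and held overnight at 30 C. After no-wash calcium dye loading, compound-evoked calcium rise over 180 s flagged agonists.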
# * = called active by the depositor; ? = inconclusive; . = no result given; & = joins results of further samples; [ ] = remark or other dose. Unless noted, calls come from the whole dose curve; as a rule, active = well fitted curve in the direction sought with a large enough effect; inconclusive = small, poorly fitted or top-dose-only effect, or another doubt; inactive = no such curve, though single readings can be large; an effect the other way counts as inactive or inconclusive. This is a subset. The share of hits here may be higher or lower than overall.
1	O=C(O)c1cc([N+](=O)[O-])cc2c1nnn2O
2	O=C(O)c1ccc(CNC(=O)C2CCCN2C(=O)OCc2ccccc2)cc1 (configuration not stated)
3	COc1cc(NC(=O)c2cc(C)nc3c2c(C)nn3-c2ccccc2Cl)cc(OC)c1
4	COc1ccc(NC(=O)CCNC(=O)c2ccccc2Cl)cc1OC
5	Cc1ccc2onc(CC(=O)Nc3ccc(C(C)C)cc3)c2c1
6	CCC(=O)c1ccc(OCC(=O)Nc2cc(S(=O)(=O)N3CCCCC3)ccc2N2CCN(CC)CC2)cc1
7	CC(CCc1ccccc1)NC(=O)Cn1ncc2c3ccccc3n(Cc3ccccc3)c2c1=O (configuration not stated)
8	O=C(O)c1cccc(Nc2nc(C(F)(F)F)nc3ccccc23)c1

Assay by compound	1	2	3	4	5	6	7	8
RXFP1 antagonist	-22.6	5.5	.	-5.7	-17.2	-4.9	2.6	-13.2
D2 PAM	-2.8	-6.9	16.0	.	-5.7	.	1.5	-4.9
D1 antagonist	-0.2	4.0	-7.7	-3.9	-74.3*	1.1	19.1	-1.1
TRHR enhancer	-2.9	-5.2	3.9	16.3	-6.1	7.8	11.2	1.9
RXFP1 agonist	-6.9%	-1.3%	-0.9%	-2.1%	0.1%	-1.3%	10.1%	-5.3%
D1 PAM	2.7	-2.5	-4.4	-9.2	-4.0	3.1	-2.3	-2.5
TRHR ag	-0.8	0.7	0.2	-1.7	-0.2	0.3	1.1	-1.7
Apoferritin bind	-13.6%	3.1%	-20.9%	-0.3%	-11.4%	.	4.1%	-1.9%
D1 ag	0.6	0.2	6.3	7.9	-0.2	1.5	1.8	2.6

9	COc1cccc(NC(=O)CSC(N)=O)c1
10	COc1ccc(CNC(=O)CN(C(=O)CCC(=O)Nc2ccccn2)c2cc(C)ccc2C)cc1
11	O=C(NCC(c1cccs1)N1CCOCC1)C1CCN(S(=O)(=O)c2c(Cl)cccc2Cl)CC1 (configuration not stated)
12	CCOC(=O)c1ccc(NC(=O)C2(c3ccccc3)CCOCC2)cc1
13	O=C(Cn1c(SCC(=O)N2CCc3ccccc32)nc2ccccc21)NC1CCCC1
14	CCOCCCNC(=S)N1CCN(CC)CC1
15	CC(C)c1ccc(NC(=O)c2cc3c(=O)oc4ccccc4c3s2)cc1
16	Cc1ccc(S(=O)(=O)N2CCCC(C(=O)NCc3ccccn3)C2)cc1 (configuration not stated)

Assay by compound	9	10	11	12	13	14	15	16
RXFP1 antagonist	2.8	6.8	-5.9	-1.6	-18.1	-7.2	5.3	5.2
D2 PAM	3.1	0.1	7.3	-1.3	1.9	0.2	-1.9	-0.9
D1 antagonist	-7.3	-0.8	11.2	-21.7	23.4	1.0	6.7	5.1
TRHR enhancer	3.3	-0.3	-4.4	1.4	-9.7	4.2	5.2	-0.6
RXFP1 agonist	-0.8%	0.4%	0.1%	0.1%	-2.5%	-0.1%	-0.2%	-1.6%
D1 PAM	-0.5	.	3.7	-6.2	-7.0	4.9	0.8	-0.4
TRHR ag	-0.2	0.4	0.0	-0.7	-0.4	0.0	0.1	0.2
Apoferritin bind	?	-2.6%	.	6.5%	-2.0%	-0.1%	4.0%	4.5%
D1 ag	12.3	4.0	11.0	1.7	-0.7	1.1	0.4	0.4

17	CC1CCCCC12NC(=O)N(CC(=O)Nc1ccc3c(c1)OCCCO3)C2=O (configuration not stated)
18	Cc1ccc2cccc(S(=O)(=O)Nc3c(C)n(C)n(-c4ccccc4)c3=O)c2n1
19	Cc1ccc(C)c(NC(=O)Nn2cnnc2)c1
20	CC(C)OCCCNC(=O)c1ccc(C2SCC(=O)N2Cc2ccco2)cc1 (configuration not stated)
21	COc1ccccc1N1CCN(C(=O)Cn2ncc3c(=O)oc4ccc(C)cc4c32)CC1
22	CCC1CCCCN1C(=O)Cn1c(C(=O)OC)cc2sc(Cl)cc21 (configuration not stated)
23	COc1ccc(-n2nnnc2SCC(=O)NC2CCCC2)cc1OC
24	CN(C(=O)COC(=O)Cc1c[nH]c2ccccc12)c1c(N)n(Cc2ccccc2)c(=O)[nH]c1=O

Assay by compound	17	18	19	20	21	22	23	24
RXFP1 antagonist	-9.5	-8.6	0.3	-10.3	-23.0	-4.0	0.4	0.6
D2 PAM	-1.7	-13.1	0.6	3.9	22.1	.	2.5	-10.5
D1 antagonist	-10.2	-4.6	-16.5	1.2	-3.6	-16.6	-13.7	-6.1
TRHR enhancer	-0.7	-6.7	3.4	-0.5	-7.7	-6.2	0.8	19.1
RXFP1 agonist	1.0%	-0.6%	-0.3%	-1.3%	0.3%	0.1%	0.9%	0.1%
D1 PAM	-1.7	-0.6	3.3	1.8	-1.0	1.6	-2.1	5.9
TRHR ag	0.3	0.0	0.6	0.1	-0.2	-0.3	-0.4	1.1
Apoferritin bind	.	-6.1%	-6.2%	-10.2%	-4.2%	2.8%	-3.9%	.
D1 ag	1.8	4.2	0.1	3.2	-0.3	0.5	3.3	1.3

# 3 entries already listed, arranged by the number in TRHR ag, low to high.
item	Compound	TRHR ag
1	O=C(O)c1cc([N+](=O)[O-])cc2c1nnn2O	-0.8
23	COc1ccc(-n2nnnc2SCC(=O)NC2CCCC2)cc1OC	-0.4
22	CCC1CCCCN1C(=O)Cn1c(C(=O)OC)cc2sc(Cl)cc21 (configuration not stated)	-0.3

# (continued)
25	O=C(CCNC(=O)C1CCN(S(=O)(=O)c2ccccc2)CC1)NCc1cccc(C(F)(F)F)c1
26	O=C(NCCc1nc2ccccc2[nH]1)c1ccc(F)cc1
27	Cc1ccc(-c2ocnc2C(=O)Nc2ccccc2C(=O)N2CCCC2)cc1
28	Cc1ccc(N2CCN(Cc3nnc(-c4ccc5c(c4)OCO5)o3)CC2)c(C)c1
29	CCCN(CC(=O)Nc1ccc(F)c(F)c1F)CC(=O)Nc1c(Cl)cccc1Cl
30	Cc1ccc2c(c1)CC(C)N2S(=O)(=O)c1nnc(NC(=O)CC(C)C)s1 (configuration not stated)
31	COC(=O)c1ccc(-n2c(C)cc(C(=O)CCl)c2C)cc1
32	CC(C)Oc1ccc(C(=O)Nc2c3c(nn2C(C)(C)C)CS(=O)(=O)C3)cc1

Assay by compound	25	26	27	28	29	30	31	32
RXFP1 antagonist	-13.5	11.9	6.2	-9.4	-5.0	-30.5&-19.6	-8.7	-10.7
D2 PAM	-3.4	-10.2	-10.9	-5.1	-2.4	8.2&1.3	2.8	-6.3
D1 antagonist	6.8	-7.4	-17.7	-30.1*	9.6	22.2&2.0	-13.3	7.6
TRHR enhancer	-12.2	-3.1	-2.5	-1.9	-1.6	-0.6&-1.1	-9.9	-1.8
RXFP1 agonist	0.3%	-0.6%	3.0%	3.4%	-0.6%	-0.3%&-0.5%	0.5%	1.2%
D1 PAM	-3.6	-0.4	-7.7	0.0	6.0	2.8&4.7	-1.7	-1.3
TRHR ag	-0.9	-0.1	-0.1	0.0	1.0	0.5&-0.4	0.0	-0.1
Apoferritin bind	-11.7%	13.3%	-7.8%	-7.6%	-14.0%	-10.5%&-13.0%	-9.8%	-3.8%
D1 ag	0.9	3.4	0.1	2.8	3.2	9.4&-0.1	0.5	1.6

33	CC(C)C(=O)Nc1cccc(NC(=O)c2cccc([N+](=O)[O-])c2)c1
34	C/C(=N\NC(=S)Nc1ccc(F)cc1)C1CC1
35	COc1ccc(-n2nnnc2Sc2ccc(S(=O)(=O)N3CCOCC3)cn2)cc1
36	CCOC(=O)Cc1c(C)nc2c(-c3cccc(Br)c3)c[nH]n2c1=O
37	COc1ccc(Cl)cc1NC(=O)c1cc(-c2ccccc2O)n[nH]1
38	O=C(NNC(=O)C1CCN(c2ncccn2)CC1)c1ccc(Cl)cc1
39	COc1ccc2nc(SCC(N)=O)cc(C)c2c1
40	CCN1C(=O)/C(=C2/Sc3ccccc3N2CC)S/C1=N\c1ncn[nH]1

Assay by compound	33	34	35	36	37	38	39	40
RXFP1 antagonist	4.8	-0.3	-2.7	-19.4	.	0.9	-6.9	-15.4
D2 PAM	4.0	8.2	11.6	-14.3	1.8	1.5	-2.3	5.2
D1 antagonist	19.3	-3.0	-3.0	7.6	1.6	-4.2	9.6	-10.0
TRHR enhancer	-0.7	6.5	-1.0	-3.1	28.7	1.5	-1.2	-5.6
RXFP1 agonist	4.5%	-3.3%	4.7%	0.8%	-2.4%	3.2%	2.1%	2.1%
D1 PAM	-1.4	1.0	1.2	7.4	-1.7	-4.0	-2.0	-3.1
TRHR ag	-1.2	-2.9	-0.4	-0.6	0.9	1.8	-0.3	-1.1
Apoferritin bind	-23.1%	?	-15.1%	-11.5%	-17.8%	-4.8%	-11.8%	257.0%[activator]
D1 ag	1.3	0.6	1.8	0.0	8.1	-0.1	0.4	2.0

41	COc1ccccc1-n1c(C)nc2cc(C(=O)NCc3ccc4c(c3)OCO4)ccc21
42	COc1ccccc1-c1nnc(SCC(=O)c2ccc(C3CCCCC3)cc2)n1Cc1ccco1
43	CCN(C(=O)CSc1nnc2ccccn12)c1c(N)n(Cc2ccccc2)c(=O)[nH]c1=O
44	CCOc1ccc(NC(=O)CCNC(=O)Cn2ccc3ccccc3c2=O)cc1

Assay by compound	41	42	43	44
RXFP1 antagonist	5.2	-6.6	-3.7	2.9
D2 PAM	-33.5	-6.3	.	10.0
D1 antagonist	-36.2*	4.7	-1.3	-0.4
TRHR enhancer	3.1	-8.1	1.4	-7.8
RXFP1 agonist	0.5%	-1.3%	3.3%	1.3%
D1 PAM	-21.7	2.2	-4.2	-4.7
TRHR ag	-1.6	0.4	0.9	-0.5
Apoferritin bind	-10.8%	?	12.1%	4.6%
D1 ag	3.9	6.3	0.0	0.6
